PAFAH1B2 inh = PAFAH1B2 enzyme inhibitors, primary screen, biochemical, fluorescence polarization, human. Platelet-activating factor acetylhydrolase IB subunit alpha2 (Homo sapiens), P68402. recombinant PAFAH1B2, FP-rhodamine activity probe. inhibition, % at 3.39 µM. 340,000 compounds, 1.2% hits. AID 492953, 2010;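 active = inhibition above the mean of all tested compounds plus 3 SD, cut at about 24% in these data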;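 also: 0% = enzyme with DMSO and 100% = wells lacking PAFAH1B2; many of its hits are not listed in these tables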
MEX-5 binding = MEX-5 zinc finger RNA-binding disruptors – biochemical, C. elegans, fluorescence polarization, MLPCN library, primary screen. Zinc finger protein mex-5 (Caenorhabditis elegans), Q9XUB2. MEX-5/FITC-TCR2 RNA binding; stronger effect = lower value. activity score (negative = inhibition of binding), % at 10 µM. 300,000 compounds, 0.38% hits. AID 1832, 2009;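 active = inhibition past about -25% in most replicates, and total fluorescence under double the plate's negative control median, limit read from the data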;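 also: 0% = DMSO and -100% = 5 µM competing unlabeled TCR2 RNA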
Target sequence (Q9XUB2 whole entry, looked up): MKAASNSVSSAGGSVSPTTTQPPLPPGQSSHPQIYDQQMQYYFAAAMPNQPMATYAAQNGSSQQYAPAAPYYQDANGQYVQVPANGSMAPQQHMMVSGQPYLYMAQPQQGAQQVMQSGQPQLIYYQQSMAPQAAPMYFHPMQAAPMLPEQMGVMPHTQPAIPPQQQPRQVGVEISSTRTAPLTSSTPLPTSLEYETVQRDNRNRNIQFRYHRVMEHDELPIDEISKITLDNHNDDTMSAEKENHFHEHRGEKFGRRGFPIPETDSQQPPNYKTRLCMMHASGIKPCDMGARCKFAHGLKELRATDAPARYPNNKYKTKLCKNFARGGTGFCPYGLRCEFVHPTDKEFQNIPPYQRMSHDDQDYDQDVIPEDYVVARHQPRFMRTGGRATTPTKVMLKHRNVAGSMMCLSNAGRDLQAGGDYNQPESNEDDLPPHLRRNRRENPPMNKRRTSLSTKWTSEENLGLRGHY
GLD-1 TGE inh = GLD-1/TGE RNA complex disruptors, primary screen, biochemical, fluorescence polarization. purified GLD-1 + fluorescein TGE RNA. 320,000 compounds, 0.44% hits. inhibition, % at 5.96 µM;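 active = percent inhibition above a per-plate cutoff, the plate mean of test compounds plus 3 SD, cut at about 30% in these data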;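 also: 0% = DMSO wells with GLD-1 and probe and 100% = wells lacking GLD-1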
Bcl-xL primary = inhibitors of human Bcl-xL, primary screen, biochemical, fluorescence polarization, HTS; Bcl-2-like protein 1 (Homo sapiens), Q07817; GST-Bcl-xL / FITC-Bim BH3 peptide fluorescence polarization; inhibition, % at 10.9 µM; 320,000 compounds, 0.7% hits;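 active = inhibition above the mean of all tested compounds plus 3 SD, cutoff set per campaign, cut at about 30% in these data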;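 also: 0% = DMSO wells and 100% = unlabeled Bim-BH3 peptide competitor; inhibitors lower millipolarization by displacing the labeled peptide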
PME-1 primary = PME-1 inhibitors via competitive probe labeling, primary screen, biochemical, fluorescence polarization, FP-Rh probe, HTS. Protein phosphatase methylesterase 1 (Homo sapiens), Q9Y570. recombinant PME-1. inhibition, % at 5.9 µM. 320,000 compounds, 0.53% hits. AID 2130, 2009;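 active = inhibition above the campaign mean of all compounds plus 3 SD, cut at about 26% in these data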;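 also: competitive labeling of PME-1 active site by serine hydrolase directed probe; 0% = PME-1 with DMSO and 100% = wells lacking PME-1 enzyme; inhibitors block probe labeling so polarization falls and inhibition rises; many of its hits are not listed in these tables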
Target sequence (Q9Y570 whole entry, looked up): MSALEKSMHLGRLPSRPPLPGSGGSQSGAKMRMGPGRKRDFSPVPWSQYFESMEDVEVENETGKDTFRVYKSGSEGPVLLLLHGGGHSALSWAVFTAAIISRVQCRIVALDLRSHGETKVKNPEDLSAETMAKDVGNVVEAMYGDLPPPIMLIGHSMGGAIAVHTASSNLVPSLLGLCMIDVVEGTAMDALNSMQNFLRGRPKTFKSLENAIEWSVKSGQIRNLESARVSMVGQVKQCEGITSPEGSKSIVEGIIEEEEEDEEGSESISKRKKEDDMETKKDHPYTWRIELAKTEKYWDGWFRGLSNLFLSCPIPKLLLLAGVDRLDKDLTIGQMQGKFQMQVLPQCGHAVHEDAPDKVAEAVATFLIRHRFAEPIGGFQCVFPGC
AHR act = AHR activators, primary screen, cell-based, luminescence, luciferase reporter, human | Aryl hydrocarbon receptor (Homo sapiens), P35869 | AHR-responsive luciferase reporter cells | activation, % at 5 µM | 320,000 compounds, 2.5% hits | AID 2796, 2010; in the data active = activation above about 47%;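 also: 0% = vehicle wells and 100% = reference agonist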
MCL1 BIM primary = inhibitors of MCL1 binding to BIM-BH3, primary screen, biochemical, fluorescence polarization; inhibition, % at 10.9 µM; 320,000 compounds, 0.68% hits; AID 2057, 2009; Induced myeloid leukemia cell differentiation protein Mcl-1 (Homo sapiens), Q07820; GST-MCL1 / FITC-Bim-BH3 fluorescence polarization;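 active = inhibition above the mean inhibition of all tested compounds plus 3 SD, set per campaign, cut at about 40% in these data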;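 also: 0% = DMSO wells and 100% = unlabeled Bim-BH3 peptide control; higher means more loss of mP so more displacement of Bim peptide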
Fam108B inh = mouse Fam108B serine hydrolase inhibitors, primary screen, counter-screen for RBBP9 inhibitor project, biochemical, fluorescence polarization | recombinant Fam108B, FP-Rh probe fluorescence polarization | inhibition, % at 9.51 µM | 300,000 compounds, 0.33% hits;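 active = inhibition above the screen mean inhibition plus 3 SD, computed separately per campaign, cut at about 18% in these data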;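 also: inhibitors lower polarization as less probe binds the enzyme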
pPAFAH inh = pPAFAH enzyme inhibitors, primary screen, biochemical, fluorescence polarization, human; 330,000 compounds, 1.5% hits; inhibition, % at 3.39 µM; Platelet-activating factor acetylhydrolase (Homo sapiens), Q13093; AID 463082, 2010; recombinant pPAFAH, FP-rhodamine probe fluorescence polarization;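 active = inhibition above the mean inhibition across the screen plus 3 SD, cut at about 25% in these data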;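 also: inhibitors block binding of the rhodamine activity-based probe so polarization drops; 0% = enzyme with DMSO and 100% = wells lacking pPAFAH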
An asterisk follows results filed as active; · = no result given.

Below each compound: pPAFAH inh, MEX-5 binding, Bcl-xL primary, Fam108B inh, GLD-1 TGE inh, PAFAH1B2 inh, PME-1 primary, AHR act, MCL1 BIM primary
CC(C)Cc1nc(SCC(=O)N2CCOCC2)c2c(=O)n(C)c(=O)n(C)c2n1
→ 1, 0.3, 0, 3, 4, 5, 1, 7, -6
C#CCSc1nc(-c2cccs2)ccc1C#N
→ 3, -1.2, 0, -3, 12, 8, -12, 10, 5
O=C(Nc1ccc(F)c(Cl)c1)c1cncs1
→ 0, 0.9, 8, -3, 6, -2, 0, 101*, 3
CC(=O)CN1C(=O)NC(c2ccccc2)(c2ccccc2)C1=O
→ -6, -1.3, 1, 1, 4, 1, -9, 0, 1
COc1ccc(S(=O)(=O)N2CC(O)CC2C(=O)OCC(=O)Nc2ccc(Cl)cn2)cc1 (stereo unspecified)
→ -1, 0.8, 2, 0, 1, 8, 3, 1, -4
Cn1c(=O)c2c(nc(NC3CCCC3)n2C)n(C)c1=O
→ 11, -0.9, 5, -6, 4, 1, 1, 5, -4
COc1cccc2c1OCC(C(=O)O)C2 (stereo unspecified)
→ 0, -1.7, 2, -6, 7, 7, -3, 0, 1
S=C(Nc1ccccc1)N1CCCCCCC1
→ 3, 0.0, 0, 1, 3, 10, -3, -1, 2
CC1=C(C(=O)OC2CCCCC2)C(c2ccco2)C2=C(CC(C)(C)CC2=O)N1 (stereo unspecified)
→ 4, 1.4, -2, -5, 0, 4, -6, -1, -4
CCOc1ccc(/C=C/C(=O)c2ccccc2)cc1OC
→ 9, 0.1, 2, -8, 4, -1, -7, 6, -5
COC(=O)c1cccc(NC(=O)CCc2c(C)noc2C)c1
→ 0, ·, 3, ·, 4, -3, 2, 0, 5
Oc1ccccc1CNc1ccc2c(c1)OCCO2
→ 5, -2.0, 6, 2, 2, 5, 1, 0, 1
CN(c1ccccc1)S(=O)(=O)c1cccc2ccccc12
→ -8, -1.8, 0, -3, -1, 7, -7, -2, -1
CNC(=O)/C(C#N)=C/c1c(F)cccc1Cl
→ 1, 0.3, 2, -5, 6, 1, -1, 1, -2
Cc1ccc(OCc2nc(-c3ccccc3)no2)cc1
→ -2, -2.8, 0, -1, 3, 3, -5, 4, -3
COc1ccc(OC)c(S(=O)(=O)N2CCCC(C(=O)N3CCC(C(N)=O)CC3)C2)c1 (stereo unspecified)
→ -2, -2.5, -1, 2, 9, 0, 0, -2, -4
Cc1ccc(C)c(/C=N/NC(=S)NCCc2ccccc2)c1
→ -6, 1.5, -6, -11, 5, -5, -6, 0, -2
O=C(CS(=O)(=O)Nc1ccc(F)cc1Cl)Nc1ccc(F)cc1Cl
→ 1, 1.0, 4, 9, -8, 5, 2, 2, 4
CCOC(=O)c1ccc(NC(=S)N2CCN(CCO)CC2)cc1
→ -1, -0.3, 6, -4, -5, 4, -7, 0, 10
Cc1ccc(/C=C2/Sc3ccc(C(=O)NCc4ccccn4)cc3NC2=O)cc1
→ 2, 2.6, -11, -1, 0, 0, -6, 3, -30

One compound at a time, as listed above.
Entry for CN(c1ccccc1)S(=O)(=O)c1cccc2ccccc12 : pPAFAH inh: -8; MEX-5 binding: -1.8; Bcl-xL primary: 0; Fam108B inh: -3; GLD-1 TGE inh: -1; PAFAH1B2 inh: 7; PME-1 primary: -7; AHR act: -2; MCL1 BIM primary: -1
Entry for Cc1ccc(/C=C2/Sc3ccc(C(=O)NCc4ccccn4)cc3NC2=O)cc1 : pPAFAH inh: 2; MEX-5 binding: 2.6; Bcl-xL primary: -11; Fam108B inh: -1; GLD-1 TGE inh: 0; PAFAH1B2 inh: 0; PME-1 primary: -6; AHR act: 3; MCL1 BIM primary: -30

The listing picks up, starting three compounds before the break.
Below each compound: pPAFAH inh, MEX-5 binding, Bcl-xL primary, Fam108B inh, GLD-1 TGE inh, PAFAH1B2 inh, PME-1 primary, AHR act, MCL1 BIM primary
O=C(CS(=O)(=O)Nc1ccc(F)cc1Cl)Nc1ccc(F)cc1Cl
→ 1, 1.0, 4, 9, -8, 5, 2, 2, 4
CCOC(=O)c1ccc(NC(=S)N2CCN(CCO)CC2)cc1
→ -1, -0.3, 6, -4, -5, 4, -7, 0, 10
Cc1ccc(/C=C2/Sc3ccc(C(=O)NCc4ccccn4)cc3NC2=O)cc1
→ 2, 2.6, -11, -1, 0, 0, -6, 3, -30
CN(CC(=O)Nc1cccc(F)c1)C(=O)C1CC(=O)N(Cc2ccccc2)C1 (stereo unspecified)
→ 5, 3.0, 2, -5, 8, 6, 8, 0, -1
COC(=O)NNC(=S)NCc1ccccc1
→ 1, -0.1, -6, 2, 0, 7, 0, -1, -8
Clc1cccc(CN2CCCCCCC2)c1Cl
→ 5, 0.4, 4, -6, 6, 9, -1, 6, 7
CC1CCN(c2c(NCc3ccc(C(=O)NCc4ccco4)cc3)c(=O)c2=O)CC1
→ 2, -1.1, 2, 3, -1, -2, 3, -1, 1
Cc1ccc2nc(Nc3nc(CSc4nnc(C)s4)cc(=O)[nH]3)nc(C)c2c1
→ 2, 3.7, 8, 0, 1, 5, -1, 10, 12
CCn1c(SCC(=O)N/N=C(\C)c2ccncc2)nnc1-c1ccc(C)cc1
→ 8, 0.0, -16, 0, -1, ·, 0, 2, -3
O=C(COC(=O)/C=C/c1ccccc1)NNC(=O)c1ccc([N+](=O)[O-])cc1
→ 11, -1.1, 0, 5, 4, 4, -1, 0, 0
O=C(O)c1ccccc1-c1ccccc1C(=O)NCc1cccc(C(F)(F)F)c1
→ -3, -1.0, 6, 4, 6, 29*, -3, 1, 4
Cc1cc(C)c(OCC(=O)Nc2ccc(S(=O)(=O)N3CCOCC3)cc2)c(C)c1
→ 8, 3.5, -1, 0, 2, -3, 2, 0, -14
CC(C)(C)C(=O)Nc1ccc(Sc2ccc([N+](=O)[O-])cc2)cc1
→ 6, -3.5, 5, 4, 6, 2, 2, 2, 8
CN(C(=O)CCCN1C(=O)c2cccc3cccc(c23)C1=O)c1ccccc1
→ -4, 0.0, 3, -5, -7, 7, 5, -4, 0
C#CCOCCOCCOCCNc1nc(N2CCN(C(=O)CCCCCCCCCCNC(=O)[C@H](CCCCN)n3cc(CCO)nn3)CC2)nc(N2CCN(C(=O)CCCCCCCCCCNC(=O)[C@H](CCCCN)n3cc(CCCC(=O)O)nn3)CC2)n1
→ -1, ·, 6, 1, -4, -5, -6, -3, 9
CCOc1cc(NC(=S)NC)c(OCC)cc1NC(=O)c1ccco1
→ 7, -1.7, 4, 2, 5, 0, -9, 21, 12
COc1cccc(NC(=O)CN(c2ccc([N+](=O)[O-])cc2)S(=O)(=O)c2ccccc2)c1
→ 1, 1.1, 0, -9, 7, 4, -2, 15, -2
CC1CCCCN1C(=O)CN1CCC(c2nc3ccc(Cl)cc3[nH]2)CC1 (stereo unspecified)
→ -1, 0.8, 6, -1, -3, 1, -5, -1, 3
CCOC(=O)c1cc(N)cc([N+](=O)[O-])c1
→ 6, 1.6, 10, 5, 14, 1, 0, 1, 9
O=C(N=C1N=C2C=CC=CN2Cc2ccccc21)c1ccc(S(=O)(=O)N2CCCC2)cc1
→ 1, -3.9, 1, 4, 8, 1, 5, 14, -6
CN(C(=O)CC1C(=O)NCCN1Cc1ccc(F)cc1Cl)C1CCCCC1 (stereo unspecified)
→ -3, 2.8, 13, -1, 8, 4, 6, -1, 15
COc1ccc(NC(=O)C(C)N(c2ccc(C)cc2)S(C)(=O)=O)cc1 (stereo unspecified)
→ 5, -0.1, 2, -1, 2, -1, -4, 0, -10
O=C(c1cccs1)N1CCN(S(=O)(=O)Cc2ccccc2)CC1
→ 13, 1.9, 5, 3, -4, -5, 0, 0, 8
O=C(/C=C/c1cccs1)Nc1nncs1
→ 4, -5.5, 4, 0, -6, 7, 4, 30, 5
Cc1ccc(NS(=O)(=O)c2cccc(C(=O)N/N=C/c3c(C)nn(-c4ccccc4)c3N3CCCC3)c2)c(C)c1
→ 58*, 1.7, -2, 12, -9, -8, 11, 13, -8
COc1cc(CN(C)CCc2ccccc2)ccc1OCc1ccccc1
→ 0, 4.6, 2, 2, 2, 0, 3, 0, 4
C=CCOc1c(CNc2ncn[nH]2)cccc1OCC
→ 2, -2.2, 5, 3, 3, -2, 2, 11, 0
COc1ccc(/C=C(/C#N)S(=O)(=O)c2ccc(C)cc2)cc1
→ 0, 0.8, 6, 1, -3, 4, -2, -2, 3
Cc1nc2sc(C(c3ccc(Cl)cc3)N3CC(C)OC(C)C3)c(O)n2n1 (stereo unspecified)
→ 1, 0.5, 4, -1, -3, 2, 0, 2, 8
C[C@@H]1CN([C@@H](C)CO)C(=O)c2cccc(NC(=O)Nc3ccccc3)c2O[C@H]1CN(C)C(=O)Nc1cccc2ccccc12
→ -3, ·, ·, ·, 1, -6, ·, 4, ·
CC1=C(C#N)C(NC(=O)c2cccc(Cl)c2)(C(F)(F)F)C(=O)N1 (stereo unspecified)
→ 2, -0.1, -4, 3, 9, -1, -5, 21, -2
CN(C)c1ccc(/C=C/C(=O)c2ccc(C(C)(C)C)cc2)cc1[N+](=O)[O-]
→ 6, -0.8, 4, 7, 9, -8, 3, 2, 1
CCCCn1c(=O)n(Cc2cccc(F)c2)c(=O)c2c1ncn2Cc1ccco1
→ 9, 0.4, 5, 6, 3, 2, 4, -4, -3
CCCCn1c(SCC(=O)N2CCCCC2)nc2cc(S(N)(=O)=O)ccc21
→ 0, 1.1, -5, -1, 2, -3, -3, 7, 7
O=C(Nc1cnn(Cc2ccc(Cl)c(Cl)c2)c1)c1nc2ncccn2n1
→ 3, -1.2, 8, -6, 7, 0, 23, 4, 1

These rows are one share of the data; count on the stated rates, not on these rows.
